Screening results (PubChem BioAssay)
hIAP block – human IAP inhibition | 330,000 compounds, 0.12% hits | P09923 | purified IAP, CDP-Star luminescence, 30 min | AID 2544 | inhibition, % at 10 µM;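 active = inhibition reaching a set limit with compound at 10 µM in the primary screen, cut at about 35% in these data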;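 also: plate controls were DMSO wells with enzyme for no effect and no-enzyme buffer wells for full effect; values of inactives mirror those of a sister screen read the other way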
beta cell repl – induces beta-cell replication in MIN6 cells; MIN6 cells proliferation, ATPlite luminescence, 48 h; cells starved in 0.2% serum; 100% = growth in 10% serum; proliferation, % at 10 µM; 330,000 compounds, 0.29% hits;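 active = compounds whose signal lies at least 3.5 SD above the mean of all wells on their plate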;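 also: 0% = DMSO-treated cells in low-serum medium and 100% = 10% serum control; some compounds called inactive have numbers as strong as hits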
NALP3 yeast inh – inhibitors of NALP3 inflammasome in yeast; Yeast reconstituted NLRP3/ASC/caspase-1, beta-gal luminescence, 24 h; inhibition, % at 10 µM; AID 2825; 330,000 compounds, 0.39% hits;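 active = inhibition of 50% or more; inactive = inhibition below 50%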;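 also: plate controls were induced DMSO wells for no effect and uninduced yeast grown without galactose for full effect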
mIAP inh – mouse IAP inhibition; purified mouse IAP, CDP-Star luminescence, 30 min; inhibition, % at 10 µM; 330,000 compounds, 0.2% hits;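 active = inhibition of at least 40% at 10 µM in the primary screen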;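 also: plate controls were DMSO with enzyme for no effect and no enzyme wells for full effect; values of inactives mirror those of a sister screen read the other way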
A3A deaminase – blocks human APOBEC3A ssDNA deamination; P31941; recombinant A3A, FAM/TAMRA ssDNA deamination fluorescence; inhibition, % at 20 µM; 330,000 compounds, 0.41% hits; AID 493011;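 active = at least 40% inhibition at 20 µM here, with at most 30% in a related deaminase screen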;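 also: plate controls were A3A with DMSO for no effect and wells lacking A3A enzyme for full effect; some results filed as inactive read as strong as hits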
Target sequence (P31941 whole entry, looked up): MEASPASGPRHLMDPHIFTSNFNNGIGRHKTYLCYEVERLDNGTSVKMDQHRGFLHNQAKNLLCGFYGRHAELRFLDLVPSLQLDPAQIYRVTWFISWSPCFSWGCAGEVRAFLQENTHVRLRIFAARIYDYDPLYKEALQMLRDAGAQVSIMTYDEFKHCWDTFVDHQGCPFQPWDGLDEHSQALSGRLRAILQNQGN
mIAP activ – increases mouse intestinal alkaline phosphatase activity; muIAP, CDP-Star luminescence, 30 min; active compounds read high; 1 = vehicle-only enzyme signal, 0 = enzyme-free wells; activation factor at 10 µM; 330,000 compounds, 0.24% hits; AID 2805;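 active = activation factor of at least 2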; also: the source names both 10 and 20 µM as test concentration; values of inactives mirror those of a sister screen read the other way
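Assay system: mouse IAP enzyme / Compound: DMSO-dissolved test compounds / Timing: 30 min, room temperature / Measured by: luminescence from enzymatic CDP-Star hydrolysis / Control set: DMSO-only wells, enzyme-free buffer wells as negative control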
tim10-1 inh – tim10-1 yeast growth inhibition; AID 463190; inhibition, % at 20 µM; S. cerevisiae tim10-1 ts strain growth, BacTiter-Glo, 24 h; 330,000 compounds, 2.2% hits;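 active = inhibition of at least 40%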;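 also: mutant grown at 25 °C; 0% = DMSO wells with yeast and 100% = wells holding no yeast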
TIM10 inh – growth inhibitors of TIM10 yeast strain. S. cerevisiae TIM10 strain growth, BacTiter-Glo luminescence, 24 h. inhibition, % at 10 µM. AID 463195. 330,000 compounds, 1.4% hits;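 active = inhibition of 40% or more at the single tested concentration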;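 also: wild-type TIM10 isogenic control strain grown at permissive 25 °C; 0% = DMSO yeast wells and 100% = minimal medium wells without yeast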
A3G deaminase – blocks human APOBEC3G single-stranded DNA deamination. Q9HC16. recombinant A3G, ssDNA deamination FAM/TAMRA fluorescence. 330,000 compounds, 0.28% hits. inhibition, % at 20 µM. AID 493012;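 active = inhibition of at least 40% at 20 µM, with no more than 30% in the related APOBEC3A deaminase screen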;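 also: plate controls were DMSO wells with A3G for no effect and wells lacking A3G enzyme for full effect; some compounds called inactive have numbers as strong as hits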
Target sequence (Q9HC16 whole entry, looked up): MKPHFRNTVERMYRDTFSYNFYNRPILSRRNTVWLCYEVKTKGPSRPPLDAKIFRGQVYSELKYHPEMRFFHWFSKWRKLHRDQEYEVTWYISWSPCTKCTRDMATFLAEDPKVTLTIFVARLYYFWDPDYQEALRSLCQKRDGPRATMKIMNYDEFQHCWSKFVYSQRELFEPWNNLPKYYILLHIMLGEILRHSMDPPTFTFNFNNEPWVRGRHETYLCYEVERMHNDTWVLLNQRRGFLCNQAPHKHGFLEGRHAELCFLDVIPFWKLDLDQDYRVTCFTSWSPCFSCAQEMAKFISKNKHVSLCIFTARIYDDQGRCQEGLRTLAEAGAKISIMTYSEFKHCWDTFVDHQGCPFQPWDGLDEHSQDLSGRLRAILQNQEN
* = called active by the depositor.

SMILES	hIAP block	beta cell repl	NALP3 yeast inh	mIAP inh	A3A deaminase	mIAP activ	tim10-1 inh	TIM10 inh	A3G deaminase
Cc1cc(C(=O)N2CCN(S(=O)(=O)c3ccccc3)CC2)c(C)o1	-22.6	3.2	4.5	0.7	-3.5	0.993	1.8	5.2	-7.5
Cc1ccc(S(=O)(=O)CCC(=O)N(CCN2CCOCC2)c2nc3ccccc3s2)cc1	-10.5	-6.3	13.2	-2.8	11.2	1.03	-1.2	8.0	-2.4
O=S(=O)(c1cc(O)ccc1O)c1cccc2c(S(=O)(=O)c3cc(O)ccc3O)cccc12	11.7	-3.3	11.1	64.9*	97.6	0.351	-21.1	-19.0	69.7
Cc1nnc(NC(=O)c2ccc(S(=O)(=O)C(F)F)cc2)s1	-15.9	-4.7	1.3	-13.4	-12.5	1.13	19.2	-1.3	2.9
CC(C)CN1C(=O)c2ccc(C(=O)NCc3ccc4c(c3)OCO4)cc2C1=O	-6.9	-3.3	15.7	-10.5	0.0	1.1	10.5	-16.8	0.1
CCCNC(=O)CSC1=N/C(=C/c2ccc(F)cc2)C(=O)N1CC	13.7	-0.7	2.9	2.4	-2.0	0.976	-1.6	-7.5	-6.8
O=C(CN1C(=O)NC2(CCCC2)C1=O)Nc1ccccc1N1CCCC1	4.4	3.6	17.2	5.4	5.2	0.946	4.1	10.5	-3.3
O=C(O)CCc1nc2cccnc2n1Cc1ccccc1	11.2	1.6	12.3	-5.5	-1.0	1.05	5.3	12.7	-2.0
CC1(c2ccccc2)NC(=O)N(CC(=O)Nc2ccc(S(=O)(=O)Nc3ncccn3)cc2)C1=O (stereo not drawn)	-2.3	-1.0	1.2	5.4	-0.7	0.946	-5.5	3.4	-4.9
CC1CCN(C(=O)CSc2nnc(Cc3ccccc3)o2)CC1	-11.5	0.5	17.9	-5.5	1.6	1.05	10.6	1.0	-3.7
CN(C)CCNC(=O)C(c1ccccc1)c1ccccc1	16.3	-1.1	10.6	3.2	-3.3	0.968	4.5	6.6	-12.5
N#Cc1c(-c2ccc(F)cc2)cc(-c2ccccc2)nc1SCC(=O)NCC(=O)O	1.7	-2.3	-2.4	15.5	1.8	0.845	-3.7	9.1	16.2
O=C(NCCN1CCNC1=O)C1CCC(=O)N(Cc2cccc(C(F)(F)F)c2)C1 (stereo not drawn)	-15.5	-2.2	6.1	-3.6	-5.4	1.04	-9.0	8.2	-6.3
Cc1cc(Cl)c2oc(C(=O)N(CCO)Cc3ccccc3)c(C)c2c1	-31.8	0.9	17.1	6.5	-0.8	0.935	-9.0	-5.2	-5.4
CCOC(=O)Cn1nnc(-c2ccc([N+](=O)[O-])cc2)n1	-15.2	-3.0	0.4	-16.8	-4.6	1.17	23.7	7.1	-2.6
CC(C)(SC(=S)N1CCCCCC1)C(=O)O	-5.6	-0.1	10.9	-1.7	-3.6	1.02	4.2	-11.2	-6.4
Cc1c(/C=N/NC(=O)C(NC(=O)c2ccc3c(c2)OCO3)C(C)C)c2ccccc2n1C (stereo not drawn)	-3.7	-4.0	-0.1	-1.3	-2.7	1.01	10.5	4.9	-3.3
CCCCC1CCC(C(=O)NCc2ccc3c(c2)OCO3)CC1 (stereo not drawn)	0.3	-0.9	-1.6	-3.1	1.9	1.03	-2.0	-2.1	-3.4
CC(C)Oc1ccc(C2CC(=O)N(c3cccc(/C=C/C(=O)O)c3)C2=O)cc1 (stereo not drawn)	-3.3	4.4	-0.1	-1.1	0.6	1.01	18.7	-1.5	-2.5
CC(Oc1ccccc1)C(=O)N=C1SC2CS(=O)(=O)CC2N1c1ccc(F)cc1 (stereo not drawn)	-4.9	-2.9	-1.5	-1.9	-2.9	1.02	2.1	2.9	6.3
CCOc1cc(NC(=S)NCCCN2CCOCC2)c(OCC)cc1NC(=O)c1ccc(C)cc1	3.2	0.0	18.6	1.0	-2.9	0.99	12.4	1.6	-3.0
O=C1OC(c2ccc(Cl)cc2)=N/C1=C\c1cccnc1	-0.8	-1.5	9.2	12.3	-5.6	0.877	18.3	3.3	-7.4
COc1ccccc1NC(=O)CSc1nnc(C)n1CC1CCCO1 (stereo not drawn)	10.7	-2.6	3.0	5.4	-3.8	0.946	3.8	6.0	-7.0
CC1Cc2ccccc2N1CC(=O)N(C)c1c(N)n(Cc2ccccc2)c(=O)[nH]c1=O (stereo not drawn)	5.9	0.4	10.4	-8.5	4.1	1.08	15.2	16.0	-2.7
N#Cc1cnn(-c2ccccc2)c1NC(=O)CN1CCOCC1	5.9	-0.6	5.0	-6.4	3.2	1.06	0.8	-12.2	12.2
CN(Cc1nccs1)C(=O)C1CCC(=O)N(CCCc2ccccc2)C1 (stereo not drawn)	-17.5	-6.4	-4.2	11.3	-0.5	0.887	22.5	15.1	-4.6
COc1cccc(CNC(=O)Nc2cccs2)c1	-6.3	-2.5	25.9	-0.2	2.6	1	28.8	22.4	8.8
Cc1ccc(OCCOC(=O)c2nc3nccc(C)n3n2)cc1	2.9	-2.9	12.2	-6.1	-2.1	1.06	-10.2	-13.1	-11.2
Cc1cccc(C(=O)NCCN2CCN(c3ccccc3)CC2)c1	9.7	-2.1	10.7	1.3	-4.2	0.987	16.7	3.3	-3.5
COC(C(=O)Nc1c(F)cccc1F)c1ccccc1 (stereo not drawn)	3.8	-2.7	9.1	3.9	-1.8	0.961	7.9	5.3	-8.8
Cc1ccccc1N1CCN(C2CCCN(C(=O)c3csc(C(C)C)n3)C2)CC1 (stereo not drawn)	19.9	4.9	23.2	2.2	-4.7	0.978	11.2	12.8	-11.0
CNC(=O)C1CCN(S(=O)(=O)c2c(C)noc2/C=C/N(C)C)CC1	13.1	-3.0	3.8	0.8	1.1	0.992	-9.4	11.9	12.0
O=C(CSc1nc2ccccc2o1)NCc1ccco1	-20.2	-1.2	14.7	3.7	-10.2	0.963	-7.2	2.3	-4.0
Cc1c(CCC(=O)NCCCn2ccnc2)c(=O)oc2c(C)c3oc4c(c3cc12)CCCC4	-7.5	-6.0	5.3	6.8	1.4	0.932	21.8	4.7	6.1
COc1ccc(NS(=O)(=O)c2cccc(C(=O)OCC(=O)NC3CC3)c2)cc1	-27.9	-5.0	6.8	7.5	-0.5	0.925	9.6	5.5	-3.8
O=C(Oc1ccccc1)n1c(=S)oc2ccccc21	-5.7	-2.3	1.9	-1.0	0.3	1.01	9.8	-8.6	3.4
O=S(=O)(NC1CCCC1)c1ccc(S(=O)(=O)NC2CCCC2)cc1	10.2	-0.7	15.9	1.3	0.3	0.987	-6.0	0.8	-1.7
CC(=O)NCCCc1c[nH]c2ccc(Cl)cc12	13.0	-1.0	4.6	10.6	-2.1	0.894	3.8	3.4	-1.7
O=S(=O)(Nc1ccc2oc(-c3ccccc3)nc2c1)c1ccccc1	24.2	-2.5	25.8	13.0	2.7	0.87	36.6	45.4*	-0.8
Cc1ccc(OCC(=O)N2CCC(C)CC2)c([N+](=O)[O-])n1	-6.2	-1.0	11.5	-1.3	13.3	1.01	-3.3	4.9	-0.7
O=C1C2C3CC(C(Br)C3Br)C2C(=O)N1c1nccs1 (stereo not drawn)	-14.6	-1.9	-6.7	-4.9	-2.7	1.05	1.2	-11.8	-4.7
C=C1C(C(=O)N2CCN(C)CC2)C1C(=O)N1CCN(C)CC1 (stereo not drawn)	-16.8	-1.9	10.4	2.6	-4.0	0.974	-19.2	-6.7	-6.5
CSc1nc(C)cc(/C=C\c2ccccc2)c1C#N	9.7	3.2	21.7	0.0	3.1	1	19.9	3.8	2.3
COc1ccc(-n2ccnc2CN2CCCC(CO)(Cc3cccc(OC)c3)C2)cc1 (stereo not drawn)	-7.4	-2.9	14.1	0.1	-0.6	0.999	41.0*	19.7	-0.7
COC(=O)C1CC(=O)N(Cc2ccccc2)C1 (stereo not drawn)	8.6	2.0	14.2	1.0	0.3	0.99	-10.1	-10.4	-11.1
Cc1ccc(C(=O)Nc2ccc(Cl)cn2)cc1S(=O)(=O)N1CCOCC1	4.9	-2.7	-15.9	0.0	-2.4	1	22.1	24.2	-5.4
CC(C)CN(C(=O)COC(=O)CNC(=O)c1ccccc1F)C1CCS(=O)(=O)C1 (stereo not drawn)	-8.5	-4.3	9.2	3.2	5.3	0.968	1.2	-4.7	6.1
O=C(NC1=NCCS1)c1sc2cc(Cl)cc(Cl)c2c1Cl	-2.0	0.0	27.4	5.9	1.7	0.941	49.9*	45.0*	-5.7
CCOC(=O)C1=C(O)/C(=C/c2cn(CC(=O)NCC3CCCO3)c3ccccc23)SC1=Nc1ccc(C)cc1 (stereo not drawn)	8.6	-4.1	8.1	12.3	-2.0	0.877	6.5	5.4	-6.4
OCCCn1c(C(CO)Nc2nc(-c3ccc(Cl)cc3)cs2)nc2ccccc21 (stereo not drawn)	-18.0	-4.4	-3.1	-10.0	-5.9	1.1	4.9	9.6	-14.2

Three entries out of the list above, sorted by their value in mIAP activ, lowest first:
| structure | hIAP block | NALP3 yeast inh | mIAP inh | A3A deaminase | mIAP activ | A3G deaminase |
| --- | --- | --- | --- | --- | --- | --- |
| O=C(NC1=NCCS1)c1sc2cc(Cl)cc(Cl)c2c1Cl | -2.0 | 27.4 | 5.9 | 1.7 | 0.941 | -5.7 |
| CCCCC1CCC(C(=O)NCc2ccc3c(c2)OCO3)CC1 (stereo not drawn) | 0.3 | -1.6 | -3.1 | 1.9 | 1.03 | -3.4 |
| CC1CCN(C(=O)CSc2nnc(Cc3ccccc3)o2)CC1 | -11.5 | 17.9 | -5.5 | 1.6 | 1.05 | -3.7 |

mIAP inh, hit marks shown above
| structure | hIAP block | NALP3 yeast inh | mIAP inh | A3A deaminase | mIAP activ | A3G deaminase |
| --- | --- | --- | --- | --- | --- | --- |
| O=S(=O)(c1cc(O)ccc1O)c1cccc2c(S(=O)(=O)c3cc(O)ccc3O)cccc12 | 11.7 | 11.1 | 64.9* | 97.6 | 0.351 | 69.7 |

Further compounds.
SMILES	hIAP block	beta cell repl	NALP3 yeast inh	mIAP inh	A3A deaminase	mIAP activ	tim10-1 inh	TIM10 inh	A3G deaminase
Cc1cccc(NC(=O)c2nc[nH]c2C(=O)N[C@H](C)c2ccccc2)c1	-48.0	-7.5	-21.5	3.3	-2.3	0.967	28.6	-4.4	-9.4
COCCNC(=O)C1CC2Cn3c(nc4cc(Cl)c(Cl)cc43)C2N1C (stereo not drawn)	-3.3	-0.4	17.0	-2.8	-3.3	1.03	4.2	-0.6	-8.1
O=C(CSc1nnc(-c2cccnc2)n1CCN1CCCCC1)Nc1cccc(Cl)c1	5.0	0.2	-12.6	10.2	-0.6	0.898	2.0	-13.1	-5.3
COc1cc(OC)cc(C(=O)NCC2CCCN(C(=O)c3csc(C(C)C)n3)C2)c1 (stereo not drawn)	3.2	-0.8	14.2	-6.9	2.1	1.07	3.1	6.4	0.4
CCOC(=O)Cc1csc(SCc2nc3ccccc3c(=O)[nH]2)n1	1.6	-0.3	-6.1	9.1	3.0	0.909	22.0	2.0	-1.1
Cc1[nH]n(-c2ccccc2)c(=O)c1C1(C(F)(F)F)C(=O)N(c2ccccc2)C2=C1C(=O)CC(C)(C)C2 (stereo not drawn)	5.9	-2.6	8.0	-3.2	1.8	1.03	16.0	-0.7	-6.2

This is a random part of the collection (roughly 4.6% active in at least one column).
